Bioassay records: PubChem BioAssay, several laboratories
RTF Ca sens inh – cardiac RTF calcium sensitivity inhibitors, primary screen, biochemical, IANBD-TnC fluorescence, EC70 calcium. IANBD-labeled cardiac RTF, Ca2+ fluorescence. hit rate 0.12% among 340,000. Troponin I, cardiac muscle (Homo sapiens) + Troponin T, cardiac muscle (Homo sapiens) + …. inhibition, % at 7.15 µM. AID 493244, 2011;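 active means inhibition above the mean inhibition of all tested compounds plus 3 SD, cut at about 17% in these data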;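 further: assay run at fixed EC70 calcium of 1.6 mM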
C-LANA FP – inhibitors of KSHV C-LANA binding to DNA, primary screen, biochemical, fluorescence polarization, FAM-LBS DNA, MBP-C-LANA, single point; AID 504423, 2011; hit rate 0.078% among 340,000; inhibition, % at 9 µM;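 active means highest replicate inhibition at or above 60% at 9 µM, even if other replicates fall short; inactive means all replicates below 60% inhibition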;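 further: 0% = neutral control wells and 100% = 4 µM acridine orange control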
Arrestin-AP2 inh – inhibitors of beta-arrestin/AP2 binding, primary screen, biochemical, GPCR trafficking, flow cytometry; beta-arrestin 1 C-terminal peptide binding to AP2 beta2-adaptin appendage (human); FITC-arrestin peptide / GST-AP2 beads; AP2 beta2 appendage carries R879A mutation; inhibition, % at 10 µM; hit rate 0.31% among 340,000; AID 504490, 2011;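 active means inhibition above a set limit, near 3 SD of compounds lacking own fluorescence, cut at about 54% in these data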;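 further: plate controls were DMSO wells for no effect and 5 µM unlabelled arrestin peptide for full effect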
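Material – GST-tagged AP2 beta2-adaptin appendage (R879A) on 4 µm glutathione beads · Probe or stimulus – fluorescein-tagged arrestin peptide at 50 nM final · Timing – 12 min plus 1 h, RT · Detection – bead flow cytometry, FITC channel · Read-out basis – inhibition as reduced fluorescein signal on beads, percent · Medium – PBS plus Tween 20 (0.05%) and BSA (0.1%)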
RTF Ca sens act – cardiac RTF calcium sensitivity activators, primary screen, biochemical, IANBD-TnC fluorescence, EC20 calcium | hit rate 0.24% among 340,000 | activation, % at 7.2 µM | IANBD-labeled TnC RTF fluorescence at EC20 calcium; 0% EC20 calcium, 100% full calcium | AID 493008, 2010;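 active means activation above the mean over all tested compounds plus 3 SD, cut at about 30% in these data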;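 further: rise in fluorescence read as greater calcium sensitivity of cardiac thin filaments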
V-ATPase pHluor – regulators of yeast V-ATPase proton pumping, primary screen, pHLuorin cytosolic pH fluorescence; S. cerevisiae; hit rate 0.37% among 350,000; response, % at 10 µM; AID 504577, 2011; in the data active means response mostly above about 7.3%, no sharp cut-off; inactive means mostly below about 5.4%; further: actives read high; inactives centre near 0; some compounds called inactive have numbers as strong as hits; reference of the scale not given here
MOR-DOR inv ag – inverse agonists of MOR-DOR heterodimerization, primary screen, cell-based, luminescence; cell-based MOR-DOR heterodimer luminescence, inverse agonism; inhibition, % at 9.3 µM; hit rate 0.21% among 340,000; AID 504357, 2011; in the data active means inhibition above about 22%, passing the limit was not always enough;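 further: 0% = cells with DMSO and 100% = wells without cells with DMSO; values of inactives mirror those of a sister screen read the other way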
Keap1 Nrf2 FP – Keap1-Nrf2 protein-protein interaction inhibitors, primary screen, biochemical, fluorescence polarization, single point; hit rate 0.15% among 340,000; Keap1 Kelch-Nrf2 peptide fluorescence polarization, 1536-well; inhibition, % at 9.4 µM; in the data active means inhibition above about 12%;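 further: human Keap1 Kelch domain with fluorescein labeled Nrf2 9mer peptide probe; 0% = neutral control wells and 100% = peptide positive control; higher means more block of Keap1 binding to Nrf2 peptide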
Target sequence (Q14145 whole entry, looked up, the tested form may be a part): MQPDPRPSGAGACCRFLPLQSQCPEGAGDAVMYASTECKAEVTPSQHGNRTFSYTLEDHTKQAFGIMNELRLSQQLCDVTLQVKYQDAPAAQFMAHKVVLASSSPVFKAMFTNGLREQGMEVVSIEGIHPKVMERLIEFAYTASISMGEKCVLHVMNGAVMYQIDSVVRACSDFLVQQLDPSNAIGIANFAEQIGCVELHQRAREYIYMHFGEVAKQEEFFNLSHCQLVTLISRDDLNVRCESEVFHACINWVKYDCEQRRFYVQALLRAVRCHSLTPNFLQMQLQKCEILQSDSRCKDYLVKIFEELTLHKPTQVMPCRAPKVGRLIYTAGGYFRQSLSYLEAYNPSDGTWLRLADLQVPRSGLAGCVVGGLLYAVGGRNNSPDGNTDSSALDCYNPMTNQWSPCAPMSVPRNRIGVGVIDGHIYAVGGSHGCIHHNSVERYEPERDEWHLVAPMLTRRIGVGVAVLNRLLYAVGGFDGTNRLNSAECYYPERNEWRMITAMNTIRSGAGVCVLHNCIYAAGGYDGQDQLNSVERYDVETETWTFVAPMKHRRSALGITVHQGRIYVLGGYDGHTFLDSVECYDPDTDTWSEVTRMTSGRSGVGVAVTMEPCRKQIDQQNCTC
MOR-DOR ag – agonists of OPRM1-OPRD1 heterodimerization, primary screen, cell-based, luminescence. Mu-type opioid receptor (Homo sapiens) + Delta-type opioid receptor (Homo sapiens), …. hit rate 0.3% among 340,000. cells. activation, % at 9.3 µM; in the data active means activation above about 18%;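 further: 0% = vehicle-treated cells and 100% = reference agonist; values of inactives mirror those of a sister screen read the other way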
Pemphigus Ab inh – inhibitors of pemphigus antibody binding to DSG3, primary screen, biochemical, bead-based, flow cytometry, scFv-GFP; DSG3-coupled beads, scFv-anti-DSG3-GFP binding; stronger effect = lower value; Desmoglein-3 (Homo sapiens), P32926; hit rate 0.48% among 310,000; binding (percent of control), % at 10 µM; AID 588358, 2011;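 active means binding more than 3 SD below its plate's average and above zero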; further: some compounds called inactive have numbers as strong as hits
Wnt bcat act – Wnt/beta-catenin pathway activators, primary screen, cell-based, plate reader, single point; Wnt/beta-catenin reporter cell assay, activator; activation, % at 9.35 µM; hit rate 1.2% among 300,000; in the data active means activation above about 30%, passing the limit was not always enough;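 further: 0% = neutral control wells and 100% = positive control wells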
Numbers without * were called inactive; nt = no result given.

nr	mol	RTF Ca sens inh	C-LANA FP	Arrestin-AP2 inh	RTF Ca sens act	V-ATPase pHluor	MOR-DOR inv ag	Keap1 Nrf2 FP	MOR-DOR ag	Pemphigus Ab inh	Wnt bcat act
1	Cc1c(OCC(=O)N2C[C@H]3C[C@@H](C2)c2cccc(=O)n2C3)ccc2c3c(c(=O)oc12)CCC3	-5	-0.9	14	-3	3	18	-2	-3.5	96	2
2	COc1cccc2c1cc1c(=O)n(CC(=O)N3CCCCCC3)nc(C)n12	-7	-1.0	0	-3	-1	19	0	-3.6	101	1
3	Cc1cc(C)nc(OC(C(=O)O)C(OCc2ccccc2)(c2ccccc2)c2ccccc2)n1 (centres undefined)	3	-1.3	-1	-3	0	5	-1	-1.0	104	0
4	CN(C)c1nc2ccccc2n(C)c1=O	-9	-0.5	6	-2	6	4	-4	-0.7	103	-1
5	CC(NC(=O)CC1Nc2ccccc2NC1=O)c1ccccc1 (centres undefined)	9	-1.0	10	3	4	14	-4	-2.4	113	nt
6	COc1cccc2cc(-c3nc4ccccc4[nH]3)c(=O)oc12	0	2.6	0	0	0	-22	-1	4.5	84	16
7	COC(=O)N/N=C/c1cc(Cl)c(OCc2ccccc2F)c(OC)c1	5	-3.4	5	2	-2	-6	0	1.2	108	5
8	CC(=O)N1CCc2c(sc3c2c(=O)n(-c2ccccc2)c(=O)n3CC(=O)NCC2CCCO2)C1 (centres undefined)	-4	0.3	3	3	4	3	1	-0.5	102	-4
9	COC(=O)C1=C(C)NC(C)=C(C(=O)OC)C1c1ccc(-c2cccc(Cl)c2Cl)o1	-15	0.8	9	-3	5	-20	-1	3.8	101	-10
10	Cc1c(Cl)cccc1NC(=O)c1ccccc1-c1ccccc1C(=O)O	2	3.2	36	-3	4	17	1	-3.6	110	1
11	CCOC(=O)N1CCN(C(=O)/C(=C/c2ccccc2OC)NC(=O)c2ccccc2)CC1	-2	-1.6	33	-7	-1	4	2	-0.7	55	0
12	CCC1(C)Cc2c(C#N)c(N)sc(=S)c2CO1 (centres undefined)	-7	0.7	6	12	5	6	-6	-1.2	57	-2
13	CN(Cc1nc2ccccc2n1C)S(=O)(=O)c1ccc(Cl)cc1	-3	-1.3	-6	0	-10	4	-8	-1.1	115	nt
14	Cc1ccc(C(=O)NCC(=O)OCC(=O)NC(C)C2CC3CCC2C3)cc1 (centres undefined)	-5	-0.3	-4	-3	-5	-29	4	4.5	107	-2
15	CC(NC(=O)COC(=O)c1ccc([N+](=O)[O-])o1)c1ccccc1 (centres undefined)	0	108*	28	4	-2	-13	0	2.5	120	-2
16	CCOc1ccc(Br)cc1S(=O)(=O)NCCN1CCCC1	-14	-3.3	-4	9	3	8	-6	-1.6	106	-1

11 compounds already listed, ordered by length of the SMILES, rising.
nr	mol	RTF Ca sens inh	C-LANA FP	Arrestin-AP2 inh	RTF Ca sens act	V-ATPase pHluor	MOR-DOR inv ag	Keap1 Nrf2 FP	MOR-DOR ag	Pemphigus Ab inh	Wnt bcat act
4	CN(C)c1nc2ccccc2n(C)c1=O	-9	-0.5	6	-2	6	4	-4	-0.7	103	-1
12	CCC1(C)Cc2c(C#N)c(N)sc(=S)c2CO1 (centres undefined)	-7	0.7	6	12	5	6	-6	-1.2	57	-2
16	CCOc1ccc(Br)cc1S(=O)(=O)NCCN1CCCC1	-14	-3.3	-4	9	3	8	-6	-1.6	106	-1
5	CC(NC(=O)CC1Nc2ccccc2NC1=O)c1ccccc1 (centres undefined)	9	-1.0	10	3	4	14	-4	-2.4	113	nt
6	COc1cccc2cc(-c3nc4ccccc4[nH]3)c(=O)oc12	0	2.6	0	0	0	-22	-1	4.5	84	16
13	CN(Cc1nc2ccccc2n1C)S(=O)(=O)c1ccc(Cl)cc1	-3	-1.3	-6	0	-10	4	-8	-1.1	115	nt
7	COC(=O)N/N=C/c1cc(Cl)c(OCc2ccccc2F)c(OC)c1	5	-3.4	5	2	-2	-6	0	1.2	108	5
14	Cc1ccc(C(=O)NCC(=O)OCC(=O)NC(C)C2CC3CCC2C3)cc1 (centres undefined)	-5	-0.3	-4	-3	-5	-29	4	4.5	107	-2
11	CCOC(=O)N1CCN(C(=O)/C(=C/c2ccccc2OC)NC(=O)c2ccccc2)CC1	-2	-1.6	33	-7	-1	4	2	-0.7	55	0
3	Cc1cc(C)nc(OC(C(=O)O)C(OCc2ccccc2)(c2ccccc2)c2ccccc2)n1 (centres undefined)	3	-1.3	-1	-3	0	5	-1	-1.0	104	0
9	COC(=O)C1=C(C)NC(C)=C(C(=O)OC)C1c1ccc(-c2cccc(Cl)c2Cl)o1	-15	0.8	9	-3	5	-20	-1	3.8	101	-10

Following part.
nr	mol	RTF Ca sens inh	C-LANA FP	Arrestin-AP2 inh	RTF Ca sens act	V-ATPase pHluor	MOR-DOR inv ag	Keap1 Nrf2 FP	MOR-DOR ag	Pemphigus Ab inh	Wnt bcat act
17	Nc1nc(SCC(=O)NCCC(c2ccccc2)c2ccccc2)n[nH]1	-2	3.1	-6	2	0	14	-2	-3.1	112	nt
18	O=C(O)C1CC(=O)N(CCOc2ccccc2)C1 (centres undefined)	1	-0.6	25	-9	-1	20	-1	-3.7	104	1
19	CCOc1cc(S(=O)(=O)N2CCN(C(=O)c3ccco3)CC2)ccc1F	0	1.5	4	-1	-2	13	-5	-2.5	116	-1
20	O=C(c1cccc(C(F)(F)F)c1)C1CCCN(Cc2cccn2-c2ncccn2)C1 (centres undefined)	-2	0.5	-1	0	-1	-16	-3	2.3	109	-1
21	O=C1N/C(=C/c2cccn2-c2ccccc2)C(=O)N1Cc1ccc(F)cc1	8	0.3	1	-19	1	-14	1	2.8	84	-3
22	Cc1nnc(SCC(=O)NC(C)(C)C)n1NCc1cccc(Br)c1	5	0.4	-2	-5	0	5	-4	-0.8	109	0
23	COc1ccc(C(C)=O)cc1CN1C(=O)NC2(CCCCC2)C1=O	-2	-0.6	-22	-1	nt	10	-2	-1.6	98	nt
24	Oc1cccc2ccc(/C=C/c3c(F)cccc3Cl)nc12	-13	0.6	11	-1	1	-9	-1	1.7	79	15
25	Cc1cc(Cl)nc2ccc(Cc3ccc4nc(Cl)cc(C)c4c3)cc12	-7	3.0	-14	4	-3	6	1	-1.2	95	-1
26	Nc1ccc(S(=O)(=O)NC2(C(F)(F)F)NC(=O)N(Cc3ccccc3)C2=O)cc1 (centres undefined)	3	nt	-6	-2	8	-17	nt	2.2	120	0
27	C=CCn1c(SCC(=O)Nc2ncc(Cc3cc(Cl)ccc3Cl)s2)nnc1-c1ccncc1	-7	-0.7	10	3	-5	2	-1	-0.4	102	nt
28	COc1ccc(N2CCN(C(=O)c3cc4c(s3)CCCCC4)CC2)cc1	0	-0.4	3	1	2	-14	-3	3.3	nt	-4
29	CCCC(=O)N1CCN(c2ccc(NC(=S)NC(=O)c3cccc(C)c3)cc2)CC1	-8	-1.9	10	-1	-2	5	1	-1.2	104	-13
30	O=C(NC1CCCC1)C1CCN(C(=O)c2cc(Cl)ccc2Cl)CC1	-1	1.8	1	-1	-1	11	-1	-1.8	95	-1
31	CCC(=O)Nc1ccc(C(=O)CSc2nnc(-c3ccccc3F)n2C2CC2)cc1	7	-0.1	1	2	-3	5	-1	-1.0	100	-2
32	Oc1c(C=NCc2ccccc2)sc2ccccc12	0	-1.1	2	-3	0	1	3	-0.2	102	9
33	COc1cccc(CC2(CO)CCN(Cc3ccc4cccc(F)c4n3)CC2)c1	-1	0.6	0	-1	1	6	-3	-1.3	111	0
34	OCC1(CCCc2ccccc2)CCN(Cc2cnc(N3CCOCC3)s2)CC1	-1	-1.5	-7	4	-2	-22	-1	4.3	111	-1
35	Cc1nc2nc(Cc3ccccc3)[nH]n2c(=O)c1Cl	-6	-0.3	7	-2	2	11	2	-2.6	105	2
36	CN(C)C(=O)COn1c(SCC(=O)N(C)C)nc2ccccc2c1=O	1	-0.3	2	-3	6	19	-2	-3.7	100	-3
37	Clc1ccc(Oc2cnc3ccccc3n2)cc1	-3	0.3	6	-3	-1	-3	1	0.7	97	3
38	O=C(O)C1Cc2ccccc2CN1C(=O)COc1ccc(Cl)cc1 (centres undefined)	-1	1.7	-9	4	-3	18	-3	-3.8	102	-1
39	CCN(CC(=O)NCc1ccc2c(c1)OCO2)S(=O)(=O)c1ccc(F)cc1	-6	-1.2	4	-1	1	-3	-4	0.5	101	1
40	CC(C)(C)c1ccc(-c2nnc(SCCC#N)n2C2CCCC2)cc1	-1	-1.1	7	1	-1	0	-6	0.0	nt	nt
41	Nc1ccc(N(c2ccccc2)c2ccc(N)cc2)cc1	-23	2.0	59*	-10	0	-34	-4	5.7	nt	-2
42	Cc1nc2ccccc2n1Cc1ccccc1Br	0	0.5	-18	-2	0	10	-2	-2.0	102	-1
43	Cc1ccnc(NC(=O)C2CCCN(c3ncnc4c3nc3n4CCCCC3)C2)c1 (centres undefined)	-11	-1.0	3	-4	-3	21	-4	-4.0	98	-3
44	Cc1cc(-n2c(C)cc(C(=O)COc3ccc4ccc(=O)oc4c3)c2C)no1	-1	0.7	-9	-10	5	9	-8	-1.6	125	-3
45	CCOC1CCc2c(C)nc(N)nc2S1 (centres undefined)	-3	0.1	4	3	-3	18	1	-3.6	92	1
46	[O-][n+]1onc2c3cc(-c4ccccc4)nnc3ccc21	-13	-0.8	-9	-3	-2	-13	2	2.7	98	nt
47	CC1(C)CC(=O)CC(C)(C)N1OC(=O)c1ccccn1	-4	0.0	0	3	2	-6	2	1.0	96	nt
48	Cc1nnc(Nc2ccc3c(c2)OCO3)c2ccccc12	-4	0.4	6	0	0	6	-4	-1.1	109	nt
49	CC1CCN(c2ccc([N+](=O)[O-])cc2C(=O)NCC2CCCO2)CC1 (centres undefined)	1	-0.4	11	-7	-1	15	-4	-2.8	nt	0
